Runt-CBFb FRET: inhibitors of human RUNX1 Runt domain binding to CBFb; Q01196+Q13951; Cerulean-Runt/Venus-CBFb FRET ratio 530/480, 1 h; inhibition, % at 20 µM; 0.46% of 220,000 active; AID 1496;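 active = inhibition over about 50% at 20 µM in the single-dose screen, limit read from the data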;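 also: 0% = DMSO wells and 100% = excess unlabeled CBFb competitor control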
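Doses: 20 µM compound in 1% DMSO | Material: Cerulean-labeled Runt domain protein | Amount: Each fluorescent fusion protein 100 nM | Schedule: Two 1 h room-temperature incubations shielded from light | Measured by: FRET fluorescence | Evaluation: Loss of energy transfer signal | Controls: Unlabeled CBFb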
NPY-Y1 antag: NPY-Y1 (human) receptor antagonism | inhibition, % at 3.6 µM | HEK293-CNG Y1 cells, membrane potential fluorescence; NPY at EC95, then isoproterenol | P25929 | 1% of 200,000 active;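 active = inhibition above the campaign mean inhibition of all tested compounds plus 3 SD, cut at about 20% in these data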;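 also: 0% = DMSO wells given NPY plus isoproterenol and 100% = isoproterenol alone without NPY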
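Material: HEK293 Y1/CNG channel cell line | Also added: NPY (25 nM), isoproterenol (1 µM), Ro 20-1724 (25 µM) | Compound: One concentration, 3.6 µM, in 0.4% DMSO | Schedule: 3 h dye uptake, 1 h room-temperature compound, 45 min post-isoproterenol | Signal: Membrane-potential fluorescent dye readout | Read-out: % inhibition of NPY effect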
MDM2 E3 inh: blocks human Mdm2 ubiquitin ligase activity | Q00987 | 0.11% of 210,000 active | signal enhancement, % at 5 µM | AID 1230 | cell-based MDM2 ubiquitination luciferase reporter, 2 h; 0 = plate control, 100 = twice control, blank-subtracted;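 active = signal enhancement of 30% or more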;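 also: luminescence tracks abundance of the self-degrading MDM2-luciferase fusion protein; higher signal means inhibition of MDM2 E3 ligase activity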
Target sequence (Q00987 whole entry, looked up, the tested form may be a part): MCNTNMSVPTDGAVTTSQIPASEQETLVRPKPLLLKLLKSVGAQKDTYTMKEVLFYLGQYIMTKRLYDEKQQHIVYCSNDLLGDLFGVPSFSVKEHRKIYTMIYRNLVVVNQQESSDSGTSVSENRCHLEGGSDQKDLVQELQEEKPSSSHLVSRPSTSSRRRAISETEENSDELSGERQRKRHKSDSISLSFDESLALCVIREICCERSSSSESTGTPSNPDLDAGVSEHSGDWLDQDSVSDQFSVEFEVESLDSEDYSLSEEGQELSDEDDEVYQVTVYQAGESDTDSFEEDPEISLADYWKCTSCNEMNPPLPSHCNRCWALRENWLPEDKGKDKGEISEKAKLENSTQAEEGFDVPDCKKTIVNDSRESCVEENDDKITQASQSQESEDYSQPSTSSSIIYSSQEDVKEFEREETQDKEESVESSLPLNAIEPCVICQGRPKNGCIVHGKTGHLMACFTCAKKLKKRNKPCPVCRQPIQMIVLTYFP
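Timing – 2 h compound exposure at 37 °C · Assay system – mammalian cells stably expressing self-ubiquitinating, self-degrading MDM2 E3–luciferase fusion · Amount – 2000 cells seeded into each well · Measure – % luminescence enhancement versus blank-corrected plate control mean · Measured by – SteadyLite luminescence, 15 min reagent step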
p97 inhibitor: human p97 ATPase inhibition; 0.42% of 220,000 active; AID 1481; recombinant p97 ATPase, Kinase-Glo ATP luminescence, 3 h; inhibition, % at 8 µM; in the data active = inhibition above about 15%;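 also: 0% = DMSO vehicle and 100% = wells lacking enzyme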
NPY-Y1 PAM-ag: potentiators or agonists of human neuropeptide Y receptor Y1; P25929; NPY-Y1 expressing cells, potentiator/agonist activation; activation, % at 3.6 µM; 0.37% of 220,000 active; AID 1304; in the data active = activation above about 33%, passing the limit was not always enough;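 also: cells stimulated with NPY at EC10 then isoproterenol at EC100; 0% = low agonist plus stimulus and 100% = saturating agonist plus stimulus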
RBBP9 inhibitor: blocks human serine hydrolase RBBP9; recombinant RBBP9, FP-Rh probe fluorescence polarization; inhibition, % at 7.94 µM; 0.2% of 220,000 active; AID 1515;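 active = inhibition above the campaign mean of all tested compounds plus 3 SD, cut at about 14% in these data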;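 also: plate controls were DMSO wells with RBBP9 for no effect and wells lacking RBBP9 protein for full effect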
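Assay system: recombinant human RBBP9; Reagent: Serine-hydrolase probe FP-Rh, 375 nM pre-mixing; Doses: 7.94 µM single dose, 0.794% DMSO; Incubation: 30 min then 45 min, 25 °C; Detection: fluorescence polarization (mP), excitation 525 nm, emission 598 nm; Evaluation: percent inhibition from mP, scaled between DMSO and no-protein wells.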
NPY-Y2 PAM-ag: human NPY-Y2 potentiation or agonism, primary screen; cells expressing NPY-Y2, potentiator/agonist read-out; AID 1359; P49146; 0.45% of 220,000 active; activation, % at 3.6 µM; in the data active = activation above about 27%;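 also: cells stimulated with NPY near EC25 plus isoproterenol at EC100; 0% = vehicle plus submaximal agonist and 100% = vehicle plus saturating agonist; some results beyond the cut were filed as inactive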
Runt-SMMHC FRET: Runt domain-CBFb-SMMHC interaction inhibition; Q01196+Q13951; Cerulean-Runt/Venus-CBFb-SMMHC FRET ratio 530/480, 1 h; inhibition, % at 20 µM; 0.74% of 220,000 active; AID 1434;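 active = mean inhibition across duplicate retests at 20 µM reaching about 50%, limit read from the data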;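 also: 0% = DMSO wells and 100% = wells with excess untagged CBFb-SMMHC; inhibitors lower the FRET ratio by blocking Runt binding to CBFb-SMMHC; some results filed as inactive read as strong as hits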
Hck Nef HTS: inhibitors of human Hck kinase activated by Nef; P08631; Recombinant Hck-YEEI plus Nef, Z-Lyte FRET kinase assay; inhibition, % at 20 µM; 0.68% of 220,000 active;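 active = Hck-Nef kinase inhibition above about 50%, limit read from the data; inactive = inhibition below that limit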;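 also: 0% = DMSO with Hck plus Nef and 100% = Hck alone without Nef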
Target sequence (P08631 whole entry, looked up): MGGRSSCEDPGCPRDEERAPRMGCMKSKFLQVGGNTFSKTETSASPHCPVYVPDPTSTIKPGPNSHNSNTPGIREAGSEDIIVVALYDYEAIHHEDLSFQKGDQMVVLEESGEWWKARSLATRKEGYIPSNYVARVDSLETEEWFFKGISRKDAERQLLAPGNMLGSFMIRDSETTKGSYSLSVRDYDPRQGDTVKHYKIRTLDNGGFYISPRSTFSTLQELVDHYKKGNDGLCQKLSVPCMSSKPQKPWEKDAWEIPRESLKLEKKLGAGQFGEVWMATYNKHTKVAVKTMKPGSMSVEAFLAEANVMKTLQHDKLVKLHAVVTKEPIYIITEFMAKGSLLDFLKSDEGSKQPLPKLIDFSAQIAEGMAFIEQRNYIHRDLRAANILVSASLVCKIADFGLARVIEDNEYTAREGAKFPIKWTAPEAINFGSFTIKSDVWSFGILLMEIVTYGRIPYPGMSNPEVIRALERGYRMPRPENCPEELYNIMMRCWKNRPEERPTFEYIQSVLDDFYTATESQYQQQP
* marks the source's active call; other numbers are inactive results; . = no result given.

SMILES | Runt-CBFb FRET | NPY-Y1 antag | MDM2 E3 inh | p97 inhibitor | NPY-Y1 PAM-ag | RBBP9 inhibitor | NPY-Y2 PAM-ag | Runt-SMMHC FRET | Hck Nef HTS
NS(=O)(=O)c1ccc(NC(=O)c2ccc3nccnc3c2)cc1 | 1.8 | . | -17.2 | 4.8 | 8.3 | -2.8 | -6.5 | -3.8 | 15.9
COCCn1c(-c2ccc(Cl)cc2)nc2oc3cc(OC)ccc3c(=O)c2c1=O | -0.9 | . | -1.8 | 1.1 | 13.1 | -0.4 | 16.9 | 2.4 | 12.7
Cc1ccc2c(c1)NC(=O)C(CC(=O)NCCN(CC(C)C)CC(C)C)O2 (stereo unspecified) | -2.9 | 3.5 | -4.6 | 3.1 | 4.8 | -4.2 | 2.6 | -5.2 | 31.3
COc1ccccc1C1=NOC(COC(=O)c2ccc3ccccc3n2)C1 (stereo unspecified) | -2.6 | 4.3 | 3.3 | 4.6 | 2.2 | -1.3 | -12.4 | 2.2 | 2.1
O=C(COC(=O)c1cc[n+]([O-])cc1)NCC12CC3CC(CC(C3)C1)C2 | -0.6 | 7.0 | -4.9 | 6.1 | 18.7 | 2.9 | 0.9 | -3.0 | -1.8
CCNC(=O)CC1S/C(=N/N=C(\C)c2ccccc2)NC1=O (stereo unspecified) | -1.8 | 5.5 | -8.7 | 5.3 | 1.0 | -3.2 | -16.0 | -3.6 | -11.0
COc1ccc(/C=C2\SC(N3CCc4ccccc4C3)=NC2=O)cc1OC | -4.1 | 2.0 | -2.8 | -1.2 | -23.4 | 0.3 | 2.2 | 1.3 | 8.4
COCCOc1cc(-n2ccnc2SC)c(Cl)cc1Cl | 0.3 | -0.6 | -10.3 | -1.0 | 4.4 | -5.5 | 8.3 | -14.7 | 0.0
CC1CN(C(=O)c2ccccc2Oc2ccccc2)CC(C)O1 (stereo unspecified) | -0.9 | 1.3 | -1.5 | 3.5 | 16.8 | -6.8 | -0.8 | -0.2 | 16.6
Clc1ccccc1-c1nnc2sc(-c3ccc4c(c3)OCO4)nn12 | 10.6 | 10.2 | -11.1 | -4.0 | -2.2 | -4.8 | -19.6 | 5.6 | -0.9
Cc1ccc(C(=O)Nc2nnc(C3CCCCC3)s2)o1 | 0.6 | 1.0 | 10.4 | -3.5 | -24.2 | -8.0 | -5.3 | -1.4 | 1.6
CCOC(=O)C1(Cc2ccccc2C)CCCN(C(=O)c2ccccn2)C1 (stereo unspecified) | -1.0 | 4.1 | 0.7 | -2.2 | -1.8 | -8.4 | -12.6 | 0.8 | 21.8
Cc1cc(C)nc(N/N=C/c2cc3c(cc2[N+](=O)[O-])OCO3)n1 | -0.2 | -5.2 | -11.4 | 6.6 | 12.5 | 1.4 | 3.5 | 2.1 | 13.0
CC(NC(=O)Cn1nnc(-c2ccncc2)n1)c1ccccc1 (stereo unspecified) | -0.8 | -1.7 | . | 4.6 | 0.1 | 0.1 | 7.8 | 3.8 | 8.5
O=C(Cc1ccccc1Cl)Nc1cccnc1 | 0.6 | 4.6 | -11.6 | 5.6 | 1.0 | 5.4 | 2.6 | -0.7 | 22.1
COc1ccc(OC)c(NC(=O)c2cc(-c3cc(Cl)ccc3O)n[nH]2)c1 | 0.0 | 2.4 | 3.6 | 4.2 | 17.2 | -6.1 | 7.5 | -5.0 | 2.3
COc1cc(/C=C2/CCCC(C(=O)C(F)(F)F)=C2O)ccc1O | -12.4 | . | -7.0 | 10.0 | 17.6 | 1.8 | -2.8 | -23.7 | -30.1
O=C(NNS(=O)(=O)c1ccc(Cl)cc1)c1cc(-c2ccccc2)n[nH]1 | -0.2 | . | . | 3.9 | 4.2 | -2.0 | -57.5 | 0.2 | 27.5
COC(=O)CCC(=O)Nc1ccc(NC(=O)CCC(=O)OC)cc1 | 1.8 | 0.4 | 5.7 | 2.2 | 0.1 | -1.8 | -2.7 | -3.5 | 0.0
CC1CCN(CC(=O)Nc2cccc(C(=O)Nc3cccc(C(F)(F)F)c3)c2)CC1 | -4.7 | 3.3 | -17.1 | -4.1 | -14.6 | -12.3 | -5.3 | -3.4 | 0.1
CCN1C(=O)/C(=C\c2ccc(-c3ccc([N+](=O)[O-])cc3OC)o2)SC1=Nc1cccc(C(=O)O)c1 | 34.6 | -3.0 | -10.0 | -2.9 | -7.2 | -1.6 | 4.0 | 35.8 | 69.9*
COc1ccc(/C=C/C(=O)OCC(=O)NCCC2=CCCCC2)cc1OC | -5.5 | 7.2 | -5.1 | -1.1 | -6.0 | -5.4 | -0.2 | -4.0 | 8.1
C/C(=C\c1ccccc1)C(=O)N1CCN(c2cccc(C(F)(F)F)c2)CC1 | -8.2 | 15.0 | -5.3 | 0.5 | -4.7 | -0.2 | -22.4 | -12.7 | 1.9
COc1ccc(C(=O)NC(C)c2ccccc2)cc1Br (stereo unspecified) | 0.1 | 5.4 | -0.7 | -4.1 | -10.3 | -6.5 | -8.7 | 2.9 | -8.2
CCOC(=O)C(=O)c1c(C)cc2ccccn12 | 31.4 | 3.6 | 3.8 | 3.7 | -2.9 | -1.6 | -8.8 | -6.5 | 8.9

Continued (2 carried over from the part before).
SMILES | Runt-CBFb FRET | NPY-Y1 antag | MDM2 E3 inh | p97 inhibitor | NPY-Y1 PAM-ag | RBBP9 inhibitor | NPY-Y2 PAM-ag | Runt-SMMHC FRET | Hck Nef HTS
COc1ccc(C(=O)NC(C)c2ccccc2)cc1Br (stereo unspecified) | 0.1 | 5.4 | -0.7 | -4.1 | -10.3 | -6.5 | -8.7 | 2.9 | -8.2
CCOC(=O)C(=O)c1c(C)cc2ccccn12 | 31.4 | 3.6 | 3.8 | 3.7 | -2.9 | -1.6 | -8.8 | -6.5 | 8.9
O=C(Nc1c(C(=O)c2ccccc2)oc2ccccc12)c1cc(-c2ccccc2O)n[nH]1 | -5.7 | -4.4 | -6.3 | 2.3 | 9.4 | -10.1 | -0.2 | -1.6 | 4.2
Cc1cc(C)cc(NC(=O)N2CCN(Cc3ccc4c(c3)OCO4)CC2)c1 | 1.4 | . | -2.6 | 4.8 | 15.3 | -1.5 | -7.3 | -7.7 | 9.7
NC(=O)C1CCN(C(=O)CSc2ccsc2[N+](=O)[O-])CC1 | 0.7 | 1.4 | 4.2 | 3.1 | -5.0 | -5.5 | 1.2 | -6.8 | 24.7
CCOC(=O)c1c(NC(=S)NC(C)=O)sc(C)c1C | 3.7 | 0.5 | 0.9 | 5.8 | 7.7 | -1.8 | 11.0 | 1.7 | 1.8
CCCNC(=O)N1CCCC(C(N)=O)C1 (stereo unspecified) | 1.0 | 2.4 | -3.1 | 3.2 | 10.5 | 0.9 | 7.9 | 2.1 | 26.9
CCOCCCNC(=O)c1cc(C)nn1-c1ccccc1 | 1.0 | -2.9 | -15.8 | 6.0 | 4.3 | -6.2 | -5.1 | 1.8 | 2.9
CC(=O)c1c(C)n(C)c2ccc(O)cc12 | 3.4 | -5.3 | -16.4 | -0.4 | 4.0 | -6.8 | -4.8 | -2.0 | 2.8
Cc1nonc1NC(=O)OCCN1CCOC1=O | 0.2 | -4.0 | -12.9 | 1.6 | -3.0 | -2.0 | -9.2 | 3.0 | 0.7
COC(=O)c1[nH]c2cccc(Cl)c2c1NC(=O)CN(C)C1CCCCC1 | -3.4 | -7.0 | -15.8 | -1.8 | -27.0 | -3.5 | -5.7 | -1.0 | 1.8
CC1CCCCN1C(=O)CSc1nnc(-c2c[nH]c3ccccc23)o1 (stereo unspecified) | -1.9 | 1.4 | 3.6 | -3.2 | -10.3 | -4.7 | 1.6 | -1.1 | -4.5
NC(=O)C1(N2CCCCC2)CCN(C(=S)Nc2ccccc2)CC1 | 1.0 | -1.1 | -7.5 | 2.2 | -14.0 | -1.1 | -1.5 | 1.4 | 0.5
Cc1oc(-c2ccccc2Cl)nc1CN1CCCCC1c1cccnc1 (stereo unspecified) | -3.3 | -2.1 | -2.0 | 1.2 | 17.8 | -5.1 | -12.6 | -4.0 | 16.8
CCn1cc(C2=NCC(C)O2)c2ccccc21 (stereo unspecified) | 3.7 | 2.5 | -16.4 | 1.9 | -29.7 | 3.5 | -3.9 | 0.7 | 1.8
CCCCOC(=O)c1ccc(NC(=O)COC(=O)CSc2nc(C)cc(C)n2)cc1 | -10.4 | 2.4 | -13.4 | -5.3 | 0.7 | -7.5 | -3.9 | -5.8 | 0.9
Cc1cccc(NC(=O)/C(C#N)=C\c2ccc(C(=O)O)cc2)c1 | 1.4 | 1.9 | 19.8 | 5.0 | 8.9 | -1.5 | 3.3 | 0.8 | 23.8
Cc1ccc(SCCNC(=O)c2ccc(C)c([N+](=O)[O-])c2)cc1 | -2.1 | -1.0 | -14.6 | -0.2 | -7.3 | -10.8 | -12.0 | -1.2 | 2.0
Cc1nc(N2CCCCC2)sc1C(=O)c1ccc(SCCO)c([N+](=O)[O-])c1 | -5.0 | 5.0 | . | 3.6 | -9.1 | 3.7 | -10.9 | -6.9 | 8.6
O=S1(=O)NC(=NCc2ccccc2)c2ccccc21 | 2.3 | -2.4 | -5.0 | 2.7 | 2.7 | -7.9 | 9.8 | -0.3 | 0.3
COc1ccc(Nc2ccc(S(=O)(=O)N3CCCCC3)cc2[N+](=O)[O-])cc1Cl | -0.6 | 3.4 | -14.2 | -10.2 | 19.5 | -5.2 | -5.0 | -0.1 | -1.7
CCCCn1c(=O)c(CC(C)=O)nc2ccccc21 | 1.3 | -0.6 | -24.6 | 0.4 | -14.6 | -4.7 | -4.7 | 14.9 | 8.8
O=C(c1ccco1)N1CCN(C(c2ccc(F)cc2)c2nnnn2Cc2cccs2)CC1 (stereo unspecified) | -1.3 | -0.3 | -5.4 | 1.7 | 16.7 | -13.7 | 0.4 | 2.3 | 1.3
CC1(C)NC(=O)N(CC(O)Cn2nnc3ccccc32)C1=O (stereo unspecified) | 1.6 | -1.6 | -4.3 | -4.4 | -0.7 | -4.4 | 1.2 | -2.0 | -1.1
CCOc1cc(/C=C(\C#N)C(=O)NCc2cccnc2)ccc1O | 9.5 | -2.2 | -6.3 | 0.9 | 5.6 | -2.3 | 4.9 | 21.8 | -41.1
CCOC(=O)Cn1cc(C=O)c2ccccc21 | -0.9 | -0.6 | -10.4 | 1.9 | 16.1 | -1.6 | 10.9 | 3.0 | 1.3

High-throughput results (PubChem BioAssay)
